EPAC1 ag = qHTS for Agonist of cAMP-regulated guanine nucleotide exchange factor 3 (EPAC1): primary screen. Rap guanine nucleotide exchange factor 3 (Homo sapiens), O95398. EPAC1 agonist qHTS, biochemical assay; response scale: 100% = response to 6.5 mM cAMP. Potency, µM (highest dose often 154 µM), inactives show at the highest dose activation, hits mostly activators. 360,000 tested, 0.073% active. AID 720707, 2013; also: potency is read from the fitted curve at half-maximal effect; nearly all actives have a fitted effect of over 60% in size
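Normalized to 6.5 mM cAMP, activity reflects EPAC1-catalysed release of BODIPY-GDP from Rap1B, followed kinetically over 30 min at 480 nm excitation, 540 nm emission. Reaction contained 100 nM EPAC1, 250 nM Rap1B-BODIPY-GDP, 50 uM GDP.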
PLK1 PBD block = qHTS for Inhibitors of PLK1-PDB (polo-like kinase 1 - polo-box domain): Primary Screen. 360,000 tested, 2.8% active. Potency, µM, for inactives: max response, negative = inhibition, hits mostly inhibitors. Plk1 PBD binding of FITC phosphopeptide, fluorescence polarization. Serine/threonine-protein kinase PLK1 (Homo sapiens), P53350; also: potency is read from the fitted curve at half-maximal effect; series mostly up to about 57 µM; % is scaled to controls: 0 for no effect and ±100 for the full control effect; nearly all actives have a fitted effect of over 65% in size
Target sequence (P53350 whole entry, looked up, the tested form may be a part): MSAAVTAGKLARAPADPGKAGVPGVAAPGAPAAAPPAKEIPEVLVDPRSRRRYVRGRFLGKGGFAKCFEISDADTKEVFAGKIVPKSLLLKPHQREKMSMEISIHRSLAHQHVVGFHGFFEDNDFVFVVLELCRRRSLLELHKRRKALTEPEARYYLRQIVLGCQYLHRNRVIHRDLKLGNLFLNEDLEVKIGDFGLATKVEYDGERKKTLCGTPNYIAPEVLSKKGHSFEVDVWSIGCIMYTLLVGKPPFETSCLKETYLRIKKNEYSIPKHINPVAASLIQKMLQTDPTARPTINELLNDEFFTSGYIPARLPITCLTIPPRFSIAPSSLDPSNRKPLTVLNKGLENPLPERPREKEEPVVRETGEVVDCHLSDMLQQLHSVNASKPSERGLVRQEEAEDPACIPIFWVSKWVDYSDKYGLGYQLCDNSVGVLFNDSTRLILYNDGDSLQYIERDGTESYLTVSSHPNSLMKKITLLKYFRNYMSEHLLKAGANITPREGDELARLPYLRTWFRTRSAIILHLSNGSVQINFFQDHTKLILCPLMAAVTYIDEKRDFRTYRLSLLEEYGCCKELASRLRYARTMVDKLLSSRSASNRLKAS
MmCpn inh = Inhibitors of TCP-1 ring complex (TRiC) of Methanococcus maripaludis (MmCpn): qHTS | purified Mm-Cpn ATPase, ADP Transcreener TR-FRET | AID 504842, 2011 | Chaperonin Mm-Cpn (Methanococcus maripaludis) | 330,000 tested, 0.031% active | Potency, µM (highest dose often 76.9 µM), for inactives: at the top dose activity, negative = inhibition, hits mostly inhibitors; also: potency is read from the fitted curve at half-maximal effect; % is scaled to controls: 0 for no effect and ±100 for the full control effect; nearly all actives have a fitted effect of over 80% in size
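Inhibition of chaperonin ATP hydrolysis is measured as reduced ADP production, detected by competitive TR-FRET in which signal falls with ADP. Final enzyme 25 nM and ATP 10 uM, reacted 30 min at 37°C.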
EPAC2 antag = qHTS for Antagonist of cAMP-regulated guanine nucleotide exchange factor 2 (EPAC2): primary screen | Rap guanine nucleotide exchange factor 4 (Homo sapiens), Q8WZA2 | EPAC2 GEF exchange of Rap1B-BODIPY-GDP, fluorescence | Potency, µM (titrated, usually from 114 µM), inactives show at the top dose activity, negative = inhibition, actives largely listed as inhibitors | 360,000 tested, 0.18% active; also: potency is read from the fitted curve at half-maximal effect; % is scaled to controls: 0 for no effect and ±100 for the full control effect; nearly all actives have a fitted effect of over 45% in size; many of its hits are not listed in these tables
EPAC1 antagonist = qHTS for Antagonist of cAMP-regulated guanine nucleotide exchange factor 3 (EPAC1): primary screen; Rap guanine nucleotide exchange factor 3 (Homo sapiens), O95398; EPAC1 GEF assay, Rap1b-BODIPY-GDP exchange fluorescence; Potency, µM (highest dose often 115 µM), without a hit: top-dose activity change, negative = inhibition, hits mostly inhibitors; 360,000 tested, 0.14% active; AID 720709, 2013;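 also: potency is read from the fitted curve at half-maximal effect; plate controls were vehicle for no effect and positive control for full effect; nearly all actives have a fitted effect of over 50% in size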
CCT modulator = High-Throughput Screening for Modulators of Cytosolic Chaperonin Activity | purified chaperonin ATPase assay, HTRF ADP detection, 30 min | activity change, % (concentration not given with the values), hits read low | 360,000 tested, 0.3% active; in the data active = activity change below about -30%; also: % is scaled to controls: 0 for no effect and ±100 for the full control effect
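Nucleotide hydrolysis assay: TRiC at 20–40 nM final (set by batch activity) with 10 uM ATP, 30 min at 37 °C, in presence of 76 uM compound. Detection by competitive ADP HTRF, 30 min ambient.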
WRN helicase inh = qHTS for Inhibitors of WRN Helicase. 360,000 tested, 0.46% active. Bifunctional 3'-5' exonuclease/ATP-dependent helicase WRN (Homo sapiens), Q14191. AID 651768, 2012. WRN helicase unwinding, fluorescent forked duplex, kinetic. Potency, µM (series often up to 114 µM), inactives show at the top dose activity change, negative = inhibition, actives largely listed as inhibitors; also: potency is read from the fitted curve at half-maximal effect; % is scaled to controls: 0 for no effect and ±100 for the full control effect; nearly all actives have a fitted effect of over 55% in size
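Screening of the MLSMR collection measured strand separation of a quenched forked DNA duplex (100 nM) by 20 nM WRN with 2 mM ATP, all final. Compounds were preincubated with enzyme 15 min at room temperature.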
PI5P4K alpha inh = qHTS for Inhibitors of phosphatidylinositol 5-phosphate 4-kinase (PI5P4K) | Phosphatidylinositol 5-phosphate 4-kinase type-2 alpha (Homo sapiens), P48426 | PI5P4Kalpha enzyme, ADP-Glo luminescence, 60 min; active compounds read low | max response, % | 330,000 tested, 1.2% active; active = max response of -50% or lower; inconclusive = between -30% and -50%; inactive = -30% or higher; also: value at the top dose of about 77 µM; % is scaled to controls: 0 for no effect and ±100 for the full control effect
Target sequence (P48426 whole entry, looked up): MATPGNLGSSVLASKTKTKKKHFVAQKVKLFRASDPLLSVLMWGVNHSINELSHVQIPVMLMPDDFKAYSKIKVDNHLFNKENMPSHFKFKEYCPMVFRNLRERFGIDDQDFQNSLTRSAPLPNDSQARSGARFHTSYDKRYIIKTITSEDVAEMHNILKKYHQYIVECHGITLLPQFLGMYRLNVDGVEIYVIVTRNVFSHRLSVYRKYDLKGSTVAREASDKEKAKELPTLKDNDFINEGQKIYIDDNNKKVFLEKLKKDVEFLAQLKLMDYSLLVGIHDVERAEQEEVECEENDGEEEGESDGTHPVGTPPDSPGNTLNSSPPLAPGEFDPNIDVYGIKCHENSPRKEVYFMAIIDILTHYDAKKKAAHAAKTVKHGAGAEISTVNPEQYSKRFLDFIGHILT
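ADP-Glo luminescence end-point after a 60 min room-temperature kinase reaction. PI5P4Kalpha and substrate in HEPES pH 7.4 buffer with EGTA, 0.1% CHAPS and 5% DMSO; ATP at 5 microM final.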
An asterisk follows results filed as active; ? = inconclusive; . = no result given; [ ] = remark or other dose. Unless noted, calls follow the shape of the dose curve; as a rule, active = well fitted curve in the direction sought with a large enough effect; inconclusive = small, poorly fitted or top-dose-only effect, or another doubt; inactive = no such curve, though single readings can be large; an effect the other way counts as inactive or inconclusive. These rows are one share of the data (hit frequency here may not be typical).

SMILES	EPAC1 ag	PLK1 PBD block	MmCpn inh	EPAC2 antag	EPAC1 antagonist	CCT modulator	WRN helicase inh	PI5P4K alpha inh
CC(C)CCNC(=O)c1cnn2c(C(F)(F)F)cc(-c3ccco3)nc12	-23%	-26%	-14%	-3%	?	0.2	?	.
CCCCn1nnnc1C1(C)CCC(=O)N1CCOc1ccccc1 (stereo not drawn)	7%	-15%	.	6%	-4%	-3.1	2%	-2
Cc1cccc(N2CCN(C(=O)c3csc4ccccc34)CC2C)c1 (stereo not drawn)	10%	-7%	1%	-7%	-22%	-3.8	-26%	-2
Cc1cccc(C2=NOC(=O)/C2=C\c2ccccc2F)c1	2%	-20%	-1%	9%	-20%	1.2	7%	0
O=C(NCCc1ccco1)c1cc(COc2cccc(C(F)(F)F)c2)on1	-19%	-7%	0%	-29%	-19%	-0.4	-10%	7
O=C(c1ccc([N+](=O)[O-])o1)N1CCN(c2nc3c(F)cc(F)cc3s2)CC1	2%	-8%	-2%	-6%	-1%	1.4	-5%	3
CC(=O)N1CCc2cc(S(=O)(=O)NCCC(=O)NC3CCN(Cc4ccccc4)CC3)ccc21	5%	-7%	0%	2%	10%	1.2	5%	2
CC1=NNC(=O)C1CCC(=O)N/N=C/c1c(Cl)cccc1Cl (stereo not drawn)	14%	-28%	0%	3%	-8%	1.4	0%	-11
COCCN(Cc1nc(-c2ccc(C(F)(F)F)cc2)no1)C(C)C	-5%	-9%	1%	2%	-1%	-2.4	2%	7
CN1CCN(c2ncnc3c2ncn3[C@H]2CN(Cc3ccncc3)C[C@@H](CO)O2)CC1	6%	-6%	.	-22%	?	0.9	-7%	-3
C/C(=N\O)c1ccc2c3c([nH]c2c1)CCCC3	-13%	-12%	-2%	10%	-4%	-2.4	-13%	7
Nc1nc(SCc2c(F)cccc2Cl)[nH]c(=O)c1-c1ccccc1	7%	-2%	1%	-1%	-12%	-2.8	-11%	.
FC(F)(F)c1cnc(Sc2nnc(-c3cccs3)n2CC2CCCO2)c(Cl)c1 (stereo not drawn)	2%	1%	2%	7%	-6%	1.6	-2%	.
Cc1ccc(S(=O)(=O)NCCCC(=O)C=[N+]=[N-])cc1	1%	-10%	0%	5%	23%	-1.4	5%	-4
O=C(OCCN1CCCCC1)c1ccc(Cl)cc1	2%	-3%	-26%	6%	1%	-5.6	10%	-5
O=C(c1ccccc1)c1ccc2c(c1)OCCOCCOCCOCCO2	9%	5%	0%	-3%	4%	-0.7	5%	1
O=C(c1ccco1)N1CCN(C(=O)c2[nH]c(C(F)(F)F)nc2-c2ccccc2)CC1	-2%	1%	.	13%	-2%	-0.7	-11%	5
COc1ccc(NC(=O)C2c3cc(OC)c(OC)cc3C(=O)N(C)C2c2cccnc2)cc1OC (stereo not drawn)	-3%	-10%	0%	7%	11%	-1.0	3%	-1
CCCCCCN1C(=O)CC(NC(=O)OCC2c3ccccc3-c3ccccc32)C/C=C\C1C(C)C (stereo not drawn)	-12%	-1%	1%	-7%	-6%	-1.1	-3%	-7
CC(=O)Nc1ccc(S(=O)(=O)Oc2cccc(N3C(=O)C4CCCCC4C3=O)c2)cc1 (stereo not drawn)	3%	-4%	-1%	-2%	13%	-6.7	-2%	.
Cc1cc(NC(=O)CSc2ccc(-c3ccc(F)cc3)nn2)no1	-7%	2%	-6%	-1%	-4%	-6.9	1%	0
Fc1ccccc1-c1nc(-c2ccc(Cl)cc2)no1	-8%	-3%	.	5%	13%	0.4	5%	.
COc1ccc(-c2cc(C(=O)Nc3cc(C)nn3-c3ccccc3)no2)cc1OC	2%	38µM*	2%	1%	-1%	-7.1	1%	2
CC(C)NCc1nnc(-c2ccccc2Cl)o1	-20%	-9%	4%	24%	-7%	-6.0	2%	1
COc1cccc(CN2CCN(Cc3cccc4c3OCO4)CC2CCO)c1 (stereo not drawn)	-10%	-4%	0%	8%	11%	-1.3	15%	-5
N#C/C(C(=O)NCc1ccccc1)=C1/N=C(NC(=O)c2ccco2)c2ccccc21	3%	3%	-5%	-6%	10%	2.3	-6%	4
C[C@](N)(Cc1ccc(O)c(O)c1)C(=O)O	-8%	-11%	-4%	-16%	?	0.1	.	-67*
C=C(C)c1cccc(C(C)(C)NC(=O)N2CCN(c3ccccc3)CC2)c1	-10%	5%	-3%	7%	4%	1.1	6%	-8
CC(=O)c1ccc(N(CC(=O)NCC2CCCO2)C(=O)CCC(=O)Nc2cc(C)on2)cc1 (stereo not drawn)	-2%	-22%	1%	-5%	19%	-3.7	?	2
O=C(CCC(=O)N1CCOc2ccccc21)NCCN1CCOCC1	8%	0%	-2%	0%	-13%	-1.7	-3%	4
COc1ccc(C(=O)N2CCN(c3nc4cc(C)cc(C)c4cc3C#N)CC2)cc1	12%	-11%	.	-18%	4%	4.4	-4%	-1
CSc1nnc([C@H](C)NC(=O)OC(C)(C)C)o1	0%	-2%	-4%	6%	9%	-1.8	3%	.
CC(=O)Nc1ccc(S(=O)(=O)N2CCSC2c2ccccc2)cc1 (stereo not drawn)	-3%	2%	1%	4%	5%	-0.9	-5%	1
C=CCOn1c(=O)c(-c2ccccc2)[n+]([O-])c2ccccc21	4%	-11%	1%	-12%	7%	-4.1	-1%	0
COc1cccc(CN(C)S(=O)(=O)c2ccccc2Br)c1	-15%	?	2%	2%	-13%	-1.8	3%	-12
Cc1cccc2c(=O)c(-c3ccc(Cl)cc3)c(NC(=O)c3ccco3)oc12	0%	-5%	-1%	-3%	-9%	0.9	-5%	-1
CCCc1ccc(OCCNC(=O)C2CCCCC2)cc1	-3%	-11%	1%	2%	10%	-2.0	5%	1
CCCSc1nc2sc3c(c2c(=O)n1-c1ccc(OC)cc1)CCN(C)C3	2%	-14%	-6%	3%	-19%	-1.2	3%[57.1 µM]	0
CC(C)C[C@@H](CNCC(=O)[C@H](CC(C)C)NC(=O)c1[nH]cnc1C(=O)N[C@H](CN)CC(C)C)NC(=O)c1nc[nH]c1C(=O)N[C@@H](Cc1ccccc1)C(=O)O	-39%[inhibitor]	21µM*	.	13%	-13%	-2.1	11%	?
CCCn1c(NC(=O)C2CCN(S(=O)(=O)c3cccs3)CC2)nc2ccccc21	-1%	0%	0%	-3%	-7%	-1.5	-1%	-7

Reprinted from the part before: 2 entries, then new ones.
SMILES	EPAC1 ag	PLK1 PBD block	MmCpn inh	EPAC2 antag	EPAC1 antagonist	CCT modulator	WRN helicase inh	PI5P4K alpha inh
CC(C)C[C@@H](CNCC(=O)[C@H](CC(C)C)NC(=O)c1[nH]cnc1C(=O)N[C@H](CN)CC(C)C)NC(=O)c1nc[nH]c1C(=O)N[C@@H](Cc1ccccc1)C(=O)O	-39%[inhibitor]	21µM*	.	13%	-13%	-2.1	11%	?
CCCn1c(NC(=O)C2CCN(S(=O)(=O)c3cccs3)CC2)nc2ccccc21	-1%	0%	0%	-3%	-7%	-1.5	-1%	-7
Cc1csc(SCC(=O)N(C)C2CCS(=O)(=O)C2)n1 (stereo not drawn)	6%	7%	-1%	-1%	7%	1.3	1%	-1
CCCCN1C(=O)C(=O)NC[C@@H]1Cc1ccc(O)cc1	11%	-14%	.	-3%	-9%	0.5	0%	-22
O=C1CCC/C(=N/NC(=O)c2sc3ccccc3c2Cl)C1	?	31%[activator]	-3%	-2%	18%	-1.2	-28%	-12
CC(=O)Nc1ccc(NS(C)(=O)=O)cc1	5%	-7%	-1%	-16%	-5%	1.0	-15%	0
Cc1cc(-c2nn3c(C)nnc3s2)ccc1NC(=O)C(C)(C)C	1%	-1%	.	4%	17%	-3.0	0%	10
CCN(CC)C(=O)Cn1c(=O)n(-c2ccc(CC(=O)NCc3ccccc3)cc2)c(=O)c2sccc21	11%	-1%	-1%	7%	12%	1.6	5%	1
C/C=C/C(=O)Nc1cccc(C2=NOC3(C2)C[C@@H](C(N)=O)N(C(=O)C(c2ccccc2)c2ccccc2)C3)c1 (stereo partly drawn)	7%	-13%	1%	-17%	-9%	0.4	7%	-2
CCCn1nc(NC(=O)c2ccco2)c2cc3cc(C)ccc3nc21	2%	-3%	-6%	-5%	-17%	0.2	5%	-4
COc1cc(OC)c(N(C)S(=O)(=O)c2cccc(C(=O)OCC(=O)c3c[nH]c4ccccc34)c2)cc1Cl	7%	7%	-17%	-4%	7%	0.5	-26%[57.1 µM]	-2
CCc1ccc(/C=N\n2cnnc2)cc1	-3%	4%	-4%	8%	11%	0.8	4%	7
Cc1cccc2nc(CSc3nnnn3-c3ccccc3)cn12	5%	-27%	0%	-12%	-19%	2.8	-9%	3
CCOC(=O)[C@@H]1[C@H]2COc3cc(OC)ccc3[C@H]2N2C(=O)N(c3ccc(C(F)(F)F)cc3)C(=O)[C@]12C	-15%	-2%	1%	-21%	?	-1.8	-9%	26
c1ccc(-c2nnc(SCc3ccncc3)o2)cc1	8%	-14%	.	-1%	-13%	-3.1	-11%	4
CC(=O)n1c2ccccc2c2nc(NC(C)C)sc21	-1%	27µM*	-15%	-16%	4%	-1.1	1%	-14
CC(=O)Nc1ccc(N(C(=O)c2ccco2)C(C(=O)NC2CCCC2)c2cccs2)cc1 (stereo not drawn)	5%	-8%	0%	5%	-4%	5.4	2%	-9
COc1ccc(N2CC(C(=O)Nc3ccc4c(c3)OCCO4)CC2=O)cc1 (stereo not drawn)	4%	4%	0%	-6%	8%	-0.6	-6%	-12
CCc1nc2cccnc2n1-c1ccc(C(=O)O)cc1	8%	?	2%	16%	-10%	-1.8	-1%[11.6 µM]	-12
CCCn1c(SCC(=O)Nc2nnc(C)s2)nnc1-c1ccoc1C	-5%	27µM*	2%	4%	11%	0.1	6%	-20
CCSc1nnc(CNc2ccc(F)cc2)n1CC1CCCO1 (stereo not drawn)	-2%	-9%	2%	12%	-9%	1.7	1%	2

Screening results deposited in PubChem by National Center for Advancing Translational Sciences (NCATS).
